Abeta rescue = compounds reversing amyloid beta toxicity in yeast; yeast expressing A-beta42, growth rescue, OD600, 48 h; response scale: 0% DMSO, 100% iron-clioquinol control; Potency, µM (highest dose often 46.1 µM), for the others: at the highest dose growth rescue, most hits filed as activators; 410,000 compounds, 0.063% hits; AID 1347071; further: potency means the concentration at half of the fitted maximal effect; nearly all actives have a fitted effect of over 55% in size
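Yeast growth medium received pinned compounds, then yeast cells expressing toxic A-beta were added; plates incubated at 30 C for 48 hr. Growth read as absorbance at 600 nm, normalized to DMSO and equimolar FeCl3 plus clioquinol controls.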
GLP1R inv ag = acts as inverse agonist at human GLP-1 receptor. HEK293 GLP-1R CRE-luciferase, luminescence, 24 h; GLP-1R form is constitutively active. Potency, µM (series often up to 38.3 µM), without a hit: at the top dose activity change, negative = inhibition, hits mostly inhibitors. 410,000 compounds, 1.6% hits. AID 624417; further: potency means the concentration at half of the fitted maximal effect; on the % scale 0 is the no-effect control and ±100 the full control effect; nearly all actives have a fitted effect of over 55% in size
Target sequence (P43220 whole entry, looked up): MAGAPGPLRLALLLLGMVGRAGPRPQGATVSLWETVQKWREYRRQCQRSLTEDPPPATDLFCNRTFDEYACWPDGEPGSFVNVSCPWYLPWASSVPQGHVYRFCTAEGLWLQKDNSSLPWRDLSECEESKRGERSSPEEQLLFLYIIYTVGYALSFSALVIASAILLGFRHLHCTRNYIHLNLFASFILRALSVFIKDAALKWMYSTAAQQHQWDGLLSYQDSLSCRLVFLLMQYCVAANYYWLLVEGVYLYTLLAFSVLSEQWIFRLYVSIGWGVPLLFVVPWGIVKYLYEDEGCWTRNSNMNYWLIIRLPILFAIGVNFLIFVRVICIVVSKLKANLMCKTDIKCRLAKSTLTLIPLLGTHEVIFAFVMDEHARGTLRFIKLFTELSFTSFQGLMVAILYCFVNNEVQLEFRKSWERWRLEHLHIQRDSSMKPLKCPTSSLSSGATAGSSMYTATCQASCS
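Seeding at 200 cells/uL, 12 h culture, 24 hr compound treatment, then luciferase reagent and a luminescence read; cells are HEK293 stably expressing a constitutively active GLP-1R plus cAMP-responsive luciferase.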
DRD3 antagonist = D3 dopamine receptor (human) antagonism. P35462. D3R cells, DiscoveRx beta-arrestin luminescence, antagonist mode; stronger effect = lower value. max response, negative = inhibition, %. 360,000 compounds, 2.5% hits. AID 652054; in the data active means max response below about -50%; inconclusive means no clear call, values can overlap the other calls; further: on the % scale 0 is the no-effect control and ±100 the full control effect; mostly tested at two doses, the higher about 12 µM
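Cells expressing the human receptor were seeded at 1500 cells/well, incubated overnight at 37 degrees C in 5% CO2, then exposed to library compounds with dopamine controls for 90 minutes at 37 degrees C before luminescent detection.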
TDP43 rescue = inhibitors of TDP-43 toxicity in yeast | TDP-43 expressing yeast growth rescue, BacTiter-Glo, 24 h | Potency, µM (titrated, usually from 46.1 µM), inactives show at the highest dose growth rescue (activation), usual class: activators | 410,000 compounds, 1.8% hits; further: potency means the concentration at half of the fitted maximal effect; % of control where 0% means no effect; nearly all actives have a fitted effect of over 50% in size
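Cell-based yeast growth screen: TDP-43 expression induced in galactose, inoculum OD600=0.02 after raffinose pregrowth to mid-log. Read-out BacTiter-Glo luminescence at 24 hr, 30 deg C; inhibition of toxicity seen as signal increase.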
aSyn rescue = inhibitors of alpha-synuclein toxicity in yeast | Potency, µM (top dose mostly 46.1 µM), inactives show at the highest dose growth rescue (activation), actives largely listed as activators | Yeast expressing alpha-synuclein, growth rescue, BacTiter-Glo, 24 h | 370,000 compounds, 0.14% hits; further: potency means the concentration at half of the fitted maximal effect; % of control where 0% means no effect; nearly all actives have a fitted effect of over 65% in size
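Screening used galactose-induced yeast with toxic alpha-synuclein levels, exposed to compound for 24 hr at 30 deg C. Cell growth, read with BacTiter-Glo luminescence, gave the measured signal.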
GLP-1R agonist = agonists of human GLP-1 receptor; P43220; HEK293 GLP-1R CRE-luciferase, luminescence, 4-6 h; cells express a hypersensitive GLP-1R form; Potency, µM (top dose mostly 45.6 µM), for the others: at the top dose activation, hits mostly activators; 380,000 compounds, 0.007% hits; AID 624172; further: potency means the concentration at half of the fitted maximal effect; % of control where 0% means no effect
Akt phos inh = blocks phosphorylation of Akt | Neuro2A IGF-stimulated pAkt S473 HTRF, 20 min; stronger effect = lower value | activity change, % for hits at 50 µM | 360,000 compounds, 0.32% hits; in the data active means activity change below about -80%; inconclusive means mostly about -51% to -80%; further: on the % scale 0 is the no-effect control and ±100 the full control effect
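Single-point screen (50 µM final compound) in Neuro2A cells stimulated 20 min with 6 nM IGF at 37 deg C. After lysis, Ser473-phosphorylated Akt read by HTRF (ex 330 nm, em 615/665 nm) as the 665/615 ratio.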
FUS yeast rescue = suppressors of FUS proteinopathy in yeast. S. cerevisiae FUS-expressing, growth rescue, OD600, 24 h. Potency, µM (titrated, usually from 76.6 µM), inactives show top-dose growth rescue (activation), hits mostly activators. 390,000 compounds, 0.24% hits. AID 1347120;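 further: potency means the concentration at half of the fitted maximal effect; plate controls were DMSO vehicle for no effect and reference control for full effect; nearly all actives have a fitted effect of over 55% in size; some results filed as inactive show a strong effect at the top dose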
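Steps: raffinose overnight preculture; dilution to OD 0.005 in 2% galactose minimal medium; compound addition (concentration series); 24hr at 30C, 99% humidity; absorbance read at 600 nm.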
PTHR1 agonist = PTHR1 (human) receptor agonism; Q03431; 410,000 compounds, 0.075% hits; HEK293 GP2 PTHR1 cells, GloSensor cAMP luminescence, 1 h; Potency, µM (titrated, usually from 115 µM), for the others: at the highest dose activation, most hits filed as activators; further: potency means the concentration at half of the fitted maximal effect; nearly all actives have a fitted effect of over 55% in size; some results filed as inactive show a strong effect at the top dose; inactives centre near -15; many of its hits are not listed in these tables
Target sequence (Q03431 whole entry, looked up): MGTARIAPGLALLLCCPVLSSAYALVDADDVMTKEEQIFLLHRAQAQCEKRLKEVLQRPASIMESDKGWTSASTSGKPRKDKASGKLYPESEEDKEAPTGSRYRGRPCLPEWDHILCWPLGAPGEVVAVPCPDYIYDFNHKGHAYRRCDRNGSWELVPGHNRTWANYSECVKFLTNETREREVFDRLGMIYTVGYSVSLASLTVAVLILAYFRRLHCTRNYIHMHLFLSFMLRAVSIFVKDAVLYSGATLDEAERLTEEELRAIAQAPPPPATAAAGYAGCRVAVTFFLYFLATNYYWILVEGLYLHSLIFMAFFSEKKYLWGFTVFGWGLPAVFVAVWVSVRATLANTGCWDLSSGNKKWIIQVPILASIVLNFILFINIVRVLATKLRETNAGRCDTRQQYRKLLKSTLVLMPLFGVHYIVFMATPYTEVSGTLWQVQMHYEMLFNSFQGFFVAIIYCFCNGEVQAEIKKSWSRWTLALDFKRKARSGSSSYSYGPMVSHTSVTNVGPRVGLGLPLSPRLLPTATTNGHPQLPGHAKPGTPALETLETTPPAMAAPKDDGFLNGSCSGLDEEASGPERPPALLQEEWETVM
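HEK-293-derived GP2 cells expressing PTHR1 and a GloSensor cAMP reporter, 3,000/well, plated overnight, given luciferin plus IBMX (each 0.5 mM as added) for 1 h at 37 °C, then compound for 1 h at 37 °C. Luminescence was read after 15 min at room temperature.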
* marks the source's active call; other numbers are inactive results; i = inactive; ? = inconclusive; nt = not tested or not shown; [ ] = dose if it differs, or a comment. Unless noted, the call rests on the fitted dose curve; in most records, active means well fitted curve in the direction sought with a large enough effect; inconclusive means small, poorly fitted or top-dose-only effect, or another doubt; inactive means no such curve, though single readings can be large; an effect the other way counts as inactive or inconclusive.

Sequence of screens – Abeta rescue	GLP1R inv ag	DRD3 antagonist	TDP43 rescue	aSyn rescue	GLP-1R agonist	Akt phos inh	FUS yeast rescue	PTHR1 agonist
- O=C(O)CCC(=O)OCc1c(-c2ccccc2)ncc2ccccc12
    -3.7%	5.2%	-23.2	6.4%	-1.3%	3.4%	i	-3.3%	9.6%
- Cc1c(NC(=O)CSc2nnc(-c3ccncc3)n2C)c(=O)n(-c2ccccc2)n1C
    -8.1%	6.4%	-28.9	-8.0%	1.3%	-8.2%	i	-10.8%	i
- Cc1cc(C)n2c(nc3ccccc32)c1C(=O)NN
    0.6%	49.8%[activator]	0.7	-16.6%	?	19.6%	i	28.6%	i
- OCCNc1nc2nonc2nc1NCCO
    -0.5%	16.2%	-5.5	2.3%	-0.7%	1.1%	i	5.2%	i
- O=C1NC[C@@H](Cc2cccc3ccccc23)N(CCc2cccc(F)c2)C1=O
    -10.8%	-10.1%	-16.1	12.6%	-3.8%	2.2%	i	13.9%	i
- COc1cc(CCC(=O)N2CCN(c3ncccn3)CC2)cc(OC)c1OC
    -2.4%	-8.1%	-2.3	-8.3%	4.0%	3.9%	i	-3.9%	i
- O=C(CSc1ccccc1)NCCCc1ccccc1
    19.1%	?	-29.0	nt	8.7%	6.6%	i	1.2%	i
- O=C(CSc1nc2c(c(=O)[nH]1)CCCC2)Nc1ccc(Br)cc1
    -10.4%	-10.3%	nt	34.8%	nt	nt	nt	-5.2%	-11.6%
- O=C(OCC(=O)N1CCCCCC1)c1ccc(Cl)c(S(=O)(=O)N2CCCC2)c1
    4.9%	?	-6.5	-14.6%	-3.6%	4.4%	i	28.3%	-33.8%[inhibitor]
- CN(CC(=O)Nc1cccc(F)c1)C(=O)CN1C(=O)C2CC=CCC2C1=O (stereo not given)
    -0.8%	3.4%	23.1	14.2%	-0.2%	1.2%	i	15.5%	i
- CC1=C(C(=O)N2CCOCC2)CC(CC(=O)NC2CC2)C(=O)N1Cc1ccc(F)cc1 (stereo not given)
    -11.1%	11.2%	13.6	16.5%	-1.3%	4.5%	i	-23.3%	-18.9%
- Cc1cc([N+](=O)[O-])nn1CC(=O)NCCc1c[nH]c2ccccc12
    -10.8%	9.6%	-5.9	-1.7%[9.22 µM]	-0.1%	1.2%	i	10.5%	i
- COc1cc(-c2cc3n(C)c(C)c(CCC(=O)NCc4ccccc4)c(=O)n3n2)cc(OC)c1OC
    -8.1%	21.9%	nt	4.4%	nt	nt	nt	3.9%	i
- CC(SC1CCCC1)C(=O)Nc1ccnn1C(C)C (stereo not given)
    -0.8%	-1.4%	-10.4	14.6%	2.6%	-11.7%	i	17.1%	8.3%[57.5 µM]
- CC(NC(=O)c1cc(-c2ccc3c(c2)OCO3)nc2ccccc12)C(C)(C)C (stereo not given)
    -3.1%	-0.8%	2.4	-38.4%[inhibitor]	-24.1%	-0.8%	i	nt	-15.8%
- CCOC(=O)NN1C(=O)c2ccccc2NC1c1ccccn1 (stereo not given)
    4.9%	0.8%	-18.8	21.4%	0.5%	1.0%	i	-39.6%	i
- Cc1cc(=O)[nH]c(SCC(=O)Nc2ccc(Br)cn2)n1
    -8.5%	-13.5%	-11.5	-16.2%	-6.2%	-9.3%	nt	32.7%	-16.1%[57.5 µM]
- Cc1nnc(Nc2ccc(C(=O)N3CCOCC3)cc2)c2ccccc12
    -12.3%	-3.1%	0.0	-12.2%	-9.5%	10.3%	i	14.6%	?
- COc1cccc(C(=O)NNC(=O)c2sccc2-n2cccc2)c1
    -5.8%	-6.4%	2.6	0.0%	-9.0%	7.1%	i	-18.6%	i
- CCOC(=O)c1cn(CC(=O)Nc2ccc(CC)cc2)nn1
    -12.7%	-16.0%	-20.7	1.2%	-5.7%	-2.8%	i	22.0%	-3.6%[57.5 µM]
- O=C(CSc1ccc(Cl)cc1)Nc1ncccn1
    0.0%	-0.3%	-21.1	-7.4%	-8.7%	-8.5%	i	nt	i
- COc1ccc([N+](=O)[O-])cc1NC(=O)C(C)Sc1ccccc1 (stereo not given)
    28.2%	-28.0%	13.9	?	9.0%	0.4%	i	nt	-7.9%
- COc1cccc(CN(C)C(=O)c2cc(-c3cccs3)nc3ccccc23)c1
    0.2%	6.31µM*	6.1	?	-16.2%	2.6%	i	nt	-19.2%
- O=C(COC(=O)CNC(=O)c1ccco1)Nc1ccc(F)cc1
    -11.7%	5.3%	-10.9	4.8%	4.2%	1.2%	i	-21.5%	i
- O=C(Cc1ccccc1)Nc1ccc2oc(-c3cccnc3)nc2c1
    7.9%	11.8%	28.2	18.0%	3.8%	4.9%	i	42.8%	-4.8%[57.5 µM]
- COC(=O)c1c(NC(=O)CSc2nnc(Cn3nnc4ccccc43)n2C)sc(C)c1C
    1.4%	0.0%	13.4	-0.9%	-0.3%	9.7%	i	16.3%	-10.8%[57.5 µM]
- C=C(C)CSc1nc2c(c(=O)[nH]c(=O)n2C)n1CCC(C)C
    -10.7%	?	13.6	8.1%	-5.0%	20.1%	i	5.2%	-53.6%[inhibitor]
- O=C1CS/C(=N/N=C/c2c[nH]c3ccccc23)N1
    -13.0%	28.9%	-11.9	-13.1%	-3.9%	4.7%	i	5.4%	i
- Cc1ccc(NC(=O)Nc2ccc3c(c2)OCO3)nc1
    -10.9%	6.2%	0.4	-4.9%	-5.1%	7.4%	i	-27.4%	i
- COc1ccc(Oc2ccc(/C=C/C(=O)c3ccc(O)cc3)cc2[N+](=O)[O-])cc1
    5.3%	?	?	12.6%	-0.8%	-39.3%[inhibitor]	i	nt	-6.8%

New compounds follow:
Sequence of screens – Abeta rescue	GLP1R inv ag	DRD3 antagonist	TDP43 rescue	aSyn rescue	GLP-1R agonist	Akt phos inh	FUS yeast rescue	PTHR1 agonist
- CCOc1ccc(S(=O)(=O)Nc2cccc(C(=O)NCCCN3CCOCC3)c2)cc1
    3.5%	?	-0.9	5.5%	-0.1%[1.84 µM]	-5.9%	i	3.9%	i
- COc1ccc(-n2c(C)nn(C)c2=O)c(OC)c1
    1.4%	2.6%	3.9	2.9%	0.4%	-14.0%	i	5.9%	i
- CC(=O)c1ccc(Nc2ccc([N+](=O)[O-])c3nonc23)cc1
    -19.5%	15.4%	-12.1	-17.8%	0.0%	-0.1%	i	12.8%	-30.9%[inhibitor]
- COc1ccc(Nc2nc(C)cc(-c3cc(-c4ccccc4)on3)n2)cc1
    7.5%	25.9%	34.5	1.2%	-5.1%	-5.0%	i	-6.3%	-40.9%
- COc1ccc(CN2CCCC(C(=O)N3CCc4ccccc4C3)C2)cc1OC (stereo not given)
    8.3%	?	-60.8*	8.2%	-0.4%	-1.3%	i	7.1%	i
- Cn1c(N)c(C(=O)COC(=O)/C=C/c2ccc(Cl)cc2)c(=O)n(C)c1=O
    -5.3%	-9.5%	16.3	11.8%	10.3%	0.2%	i	nt	-22.6%
- COc1ccc2[nH]c(=O)c(CN(C(=O)c3cccnc3)c3ccccc3OC)cc2c1
    2.3%	30.8%[activator]	2.7	-14.4%	-1.3%	5.3%	i	0.3%	i
- CC(C)[C@@H]1Cc2[nH]n(C)c(=O)c2[C@H](c2ccc(F)cc2)O1
    -5.1%	2.4%	22.6	24.0%	-0.4%	5.8%	i	-14.4%	-11.3%
- COc1ccc2c(=O)c(C(=O)O)c(-c3ccc4c(c3)OCO4)n(C)c2c1
    0.5%	9.4%	-16.8	11.4%	-12.8%	-5.8%	i	nt	i
- COc1ccccc1C(=O)OCC(=O)NC12CC3CC(CC(C3)C1)C2
    -8.7%	10µM*	-2.6	-10.3%	6.2%	11.9%	i	23.9%	-56.3%[inhibitor]
- Cc1ccc(N2C(=O)CC(Sc3nc(C)cc(C)n3)C2=O)cc1 (stereo not given)
    -9.1%	?	-0.7	7.6%	-0.3%	5.3%	i	21.8%	12.8%
- CSc1ccc(S(=O)(=O)NC2CCCCCC2)cc1
    -39.3%[inhibitor]	-28.3%	11.5	?	19.9%	0.2%	i	12.9%	-4.3%[57.5 µM]
- COc1ccc(S(=O)(=O)N2CCCC(C(=O)NCc3ccccc3)C2)cc1 (stereo not given)
    -11.1%	-12.7%	-11.9	-22.2%	-0.4%	8.5%	i	-6.0%	-9.6%
- Fc1ccc(F)c(CN2CCN(c3ncccn3)CC2)c1
    5.9%	5.8%	12.5	-3.3%	3.3%	14.5%	i	-4.6%	i

Quoted from the results shown, 5 compounds:
Sequence of screens – Abeta rescue	GLP1R inv ag	DRD3 antagonist	TDP43 rescue	aSyn rescue	GLP-1R agonist	Akt phos inh	FUS yeast rescue	PTHR1 agonist
- COc1ccccc1C(=O)OCC(=O)NC12CC3CC(CC(C3)C1)C2
    -8.7%	10µM*	-2.6	-10.3%	6.2%	11.9%	i	23.9%	-56.3%[inhibitor]
- Cc1ccc(N2C(=O)CC(Sc3nc(C)cc(C)n3)C2=O)cc1 (stereo not given)
    -9.1%	?	-0.7	7.6%	-0.3%	5.3%	i	21.8%	12.8%
- CSc1ccc(S(=O)(=O)NC2CCCCCC2)cc1
    -39.3%[inhibitor]	-28.3%	11.5	?	19.9%	0.2%	i	12.9%	-4.3%[57.5 µM]
- COc1ccc(S(=O)(=O)N2CCCC(C(=O)NCc3ccccc3)C2)cc1 (stereo not given)
    -11.1%	-12.7%	-11.9	-22.2%	-0.4%	8.5%	i	-6.0%	-9.6%
- Fc1ccc(F)c(CN2CCN(c3ncccn3)CC2)c1
    5.9%	5.8%	12.5	-3.3%	3.3%	14.5%	i	-4.6%	i

The list is partial; the hit share may differ from the screen's.
